# High-throughput results deposited in PubChem by National Center for Advancing Translational Sciences (NCATS).
# ERK EGF block: qHTS Assay for Inhibitors of the ERK Signaling Pathway using a Homogeneous Screening Assay; Stimulation with EGF | HEK293-V1b, EGF-stimulated phospho-ERK AlphaScreen | Potency, µM (series often up to 11.5 µM), for the others: at the top dose activity change, negative = inhibition, usual class: inhibitors | actives 0.41% (n = 130,000) | AID 1454, 2008; active = well fitted inhibition curve with a large enough effect; inconclusive = small, poorly fitted or top-dose-only effect, or effect the other way;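 note: plate controls were stimulated vehicle wells for no effect and unstimulated vehicle basal for full effect; nearly all actives have a fitted effect of over 55% in size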
#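 Compounds are titrated over HEK293-V1b cells kept overnight in 1% FBS. After 30 min at 37C, EGF (25 nM final) triggers ERK phosphorylation for 5 min, measured by AlphaScreen in lysates.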
# An asterisk follows results filed as active; ? = inconclusive; & = joins results of further samples; [ ] = dose if it differs, or a comment. Potency is the fitted concentration of half-maximal effect.
SMILES,ERK EGF block
O=C1/C(=C\c2ccc([N+](=O)[O-])cc2)N2CCC1CC2,?
CC(=O)N1N=C2C3CCN(CC3)C2C1c1ccc(F)cc1 (configuration not stated),31%
O=C1CCCN1c1ccc(S(=O)(=O)O)cc1 (tested in a mixture with another compound),3%
CC1=C2[C@@H]3OC(=O)[C@@H](C)[C@@H]3CC[C@]2(C)C=CC1=O,5%[25.7 µM]
N#C/C(=C\c1ccc(O)c(O)c1)C(=O)NCCCNC(=O)/C(C#N)=C/c1ccc(O)c(O)c1,?
O=C(O)c1ccccc1N=Nc1c(O)[nH]c(=O)[nH]c1=O,-7%[57.5 µM]
COc1cc(C(CN)CC(=O)O)ccc1O (configuration not stated),2%[57.5 µM]
C1=C(c2c[nH]c3ccccc23)CCN(Cc2ccccc2)C1,-3%[57.5 µM]
NC(N)=N/N=C/c1ccc(N2CCOCC2)cc1,-3%
CCN1C(=O)C(=Cc2cc(C)n(C3CC3)c2C)C(=O)N(CC)C1=S,3%
O=C(Nc1cccc(OC(=O)N2CCCCC2)c1)N1CCOCC1,7%
CC(C)N1C(=O)c2ccccc2NS1(=O)=O,6%
CC(C)(C)n1cc(C(=O)c2ccccc2)cc1-c1ccccc1,7%[57.5 µM]
O=c1[nH]c(=O)n(Cc2ccccc2Cl)c(O)c1/C=C1/C=CC=N1,5%
Cc1ccc(OP(=O)(NCc2ccccc2)Oc2ccc(C)cc2)cc1,1%
CC(C(O)c1ccccc1)N(C)CCn1cnc2c1c(=O)n(C)c(=O)n2C (configuration not stated),15%
CCCCNC(=S)N1CCn2cccc2C1c1cccnc1 (configuration not stated),-3%
CC1CCN(CC(=O)c2ccc3c(c2)OCCO3)CC1,6%
O=c1c2ccccc2nc(/C=C/c2ccco2)n1-c1ccccc1O,2%[57.5 µM]
O=c1c2ccccc2nc(Cc2cccc([N+](=O)[O-])c2)n1-c1ccc(O)cc1,10%[57.5 µM]
Cc1ccc(S(=O)(=O)N2CCCCC2)cc1NC(=O)CN1CC=C(c2ccccc2)CC1,10%
CCCCC/C=C\C/C=C\C/C=C\C/C=C\CCCC(=O)NCCCC(=O)O,-8%
CN1CCN(S(=O)(=O)c2cnc(Cl)c(Br)c2)CC1,0%
O=[N+]([O-])c1ccc(N2CCNCC2)c(Cl)c1,-2%
CC(C)(C)[C@]1(O)C[C@@H]2OC(=O)C[C@@]23C(=O)O[C@@H]2OC(=O)[C@H](O)[C@]213,6%&-15%
c1cc2c(cc1[C@H]1OC[C@@H]3[C@H]1CO[C@H]3c1ccc3c(c1)OCO3)OCO2,-10%
CN1CCN(c2ccc([N+](=O)[O-])cc2Cl)CC1,-4%
CC1CC[C@]2(NC1)OC1CC3C4CC=C5CC(O)CC[C@@]5(C)C4CC[C@]3(C)C1C2C (some centres not stated),11%
C#C[C@@]1(O)CC[C@@H]2[C@@H]3CCC4=CC(=O)CC[C@@]4(C)[C@H]3CC[C@]21C,8%[25.7 µM]
O=C(Cc1ccc(Cl)c(Cl)c1)N1CCCC[C@H]1CN1CCCC1,-9%
O=C1NC(=O)N(c2ccccc2)C(=O)/C1=C\c1ccccc1[N+](=O)[O-],-14%[57.5 µM]
CCOc1ccc(N=Cc2c(O)n(-c3cc(C)cc(C)c3)c(=O)[nH]c2=O)cc1,-10%[57.5 µM]
O=C(O)c1cccc2c1NC(C(=O)O)C1CC(Sc3ccccc3[N+](=O)[O-])C(Cl)C21 (configuration not stated),18%
CN1C(=O)COc2c(C(=O)NC3CN4CCC3CC4)cc(Cl)cc21 (configuration not stated),2%[57.5 µM]
CC(C)(O)C1C2OC(=O)C1[C@]1(O)C[C@H]3O[C@]34C(=O)O[C@H]2[C@]14C (some centres not stated) (tested in a mixture with another compound),18%
O=c1[nH]c2ccccc2c(=O)n1-c1ccc(Cl)cc1Cl,4%

# Given field by field: 2 of the compounds above
> CN1CCN(c2ccc([N+](=O)[O-])cc2Cl)CC1
  ERK EGF block: -4%

> CC1CC[C@]2(NC1)OC1CC3C4CC=C5CC(O)CC[C@@]5(C)C4CC[C@]3(C)C1C2C (some centres not stated)
  ERK EGF block: 11%

# Gathered by group, the entries above containing a COOH group.
SMILES,ERK EGF block
O=C(O)c1ccccc1N=Nc1c(O)[nH]c(=O)[nH]c1=O,-7%[57.5 µM]
COc1cc(C(CN)CC(=O)O)ccc1O (configuration not stated),2%[57.5 µM]
CCCCC/C=C\C/C=C\C/C=C\C/C=C\CCCC(=O)NCCCC(=O)O,-8%
O=C(O)c1cccc2c1NC(C(=O)O)C1CC(Sc3ccccc3[N+](=O)[O-])C(Cl)C21 (configuration not stated),18%

# (more compounds)
SMILES,ERK EGF block
CCCCC(=O)N/N=C/c1c(O)n(CCC2=CCCCC2)c(=O)[nH]c1=O,6%[57.5 µM]
CC(=NCc1ccco1)c1c(O)n(-c2ccc(Cl)cc2)c(=O)[nH]c1=O,-15%[57.5 µM]
O=C(C[N+]12CCN(CC1)CC2)NCCc1ccc(Cl)cc1Cl,-7%
CCCCn1c(NS(=O)(=O)c2ccc(C)cc2)c(C(=O)OCC)c2nc3ccccc3nc21,5%
CC(C)NCC(O)c1ccc(C2CCCC2)cc1 (configuration not stated),9%
CCCNc1nc(OC)nc(N2CC3CC(C2)c2cccc(=O)n2C3)n1 (configuration not stated),3%
Cc1cc(Br)c(NC(=O)CN2CC=C(c3ccccc3)CC2)c(Br)c1,5%
CCCCn1c(O)c(C(CC)=NCCCn2ccnc2)c(=O)[nH]c1=O,1%[57.5 µM]
CCC(CC)C1C(C#N)=C(N)Oc2c1c(=O)oc1ccccc21 (configuration not stated),-5%
CCC(CO)(C(=O)OC1C[N+]2(C)CCC1CC2)c1ccccc1 (configuration not stated),5%
O=C(N[C@H]1CN2CCC1CC2)c1ccc(Cl)cc1,-5%
O=C(O)/C=C\CO,3%
CCC(C#N)(CC)P(=S)(c1ccccc1)c1ccccc1,-2%
COC(=O)C(O)(c1ccc(N(C)C(=O)COc2ccccc2)cc1)C(F)(F)F (configuration not stated),-3%
CCOC(=O)c1cncn1[C@H](C)c1ccccc1,-4%[57.5 µM]
CNC(=O)c1cccn(Cc2ccc(C(F)(F)F)cc2)c1=O,0%
C=C(C)[C@H]1CN[C@H](C(=O)O)[C@@H]1CC(=O)O,-9%
CCNc1nc(Cl)nc(NCC)n1,6%
NC(=O)c1cc(N2CC2)c([N+](=O)[O-])cc1[N+](=O)[O-],11%
O=C(O)C1C2CCC(O2)C1C(=O)NC1CCCCC1 (configuration not stated),4%
CCc1nc2ccccc2c(=O)n1-c1ccccc1[N+](=O)[O-],-13%
CCC12CN3CCN(CC(C3)/C1=N/NC(=O)c1ccncc1)C2,6%
O=C(O)CNC(=O)[C@@H](CS)Cc1ccccc1,?
CN1C(=O)N(C)C(=O)C2(Cc3ccccc3N3CCOCC32)C1=O (configuration not stated),-9%[57.5 µM]
O=c1[nH]c(=O)n(C2CCCCC2)c(O)c1/C=N/N1CCCCC1c1cccnc1 (configuration not stated),6%[57.5 µM]
O=C1c2cccc3cccc(c23)C(=O)N1/N=C/c1c(O)n(-c2ccccc2)c(=O)[nH]c1=O,-4%
CCOC(=O)C(O)(c1ccc(NC(=O)c2ccc(Cl)c(Cl)c2)cc1)C(F)(F)F (configuration not stated),?
NN=C(N)N,-3%&2%&13%&-10%
CN1C2CCC1CC(C(=O)OC(CO)c1ccccc1)C2 (configuration not stated),-6%
c1cncc(C2Nc3cccc4cccc(c34)N2)c1,?
Cc1cccc(CN2CCCC(C(=O)c3ccc4c(c3)OCO4)C2)n1 (configuration not stated),4%
CCCN1CCc2cccc3c2C1Cc1ccc(O)c(O)c1-3 (configuration not stated),?
CCN(CC)S(=O)(=O)c1ccc(C)c(NCC(=O)Nc2ccc(C#N)c(Cl)c2)c1,-7%
O=C1NC(=O)N(Cc2ccco2)C(=O)/C1=C\c1cccn1CCOc1ccccc1,1%[57.5 µM]
O=[N+]([O-])[N-][n+]1cnn(Cc2ccc(Cl)cc2)c1,1%
CO[C@@H](C)[C@](O)(C(=O)OCC1=CCN2CC[C@@H](O)[C@H]12)C(C)C,16%[25.7 µM]
COc1cc(CN2CCCC(C(=O)c3sccc3C)C2)cc(OC)c1O (configuration not stated),9%
C[C@@H](Cc1cccc(C(F)(F)F)c1)NCCCc1ccccc1,1%
O=C(O)[C@@H]1Cc2[nH]cnc2C(c2cccnc2)N1 (some centres not stated),-10%
COc1ccc(Cn2c(O)c(/C=N/NC(=O)c3ccccc3)c(=O)[nH]c2=O)cc1,1%
O=C(O)c1cccc(N=Nc2c(O)[nH]c(=O)[nH]c2=O)c1,-5%[57.5 µM]
COc1ccc(C=C2C(=O)N(C)C(=O)N(C)C2=O)cc1COc1ccc(NC(C)=O)cc1,?
O=P(Oc1ccccc1)(Oc1ccccc1)c1ccccc1,7%[57.5 µM]
N[C@@H](Cn1oc(=O)[nH]c1=O)C(=O)O,3%&0%
CCOC(=O)C1(CCOc2ccccc2)CCN(C2Cc3ccccc3C2)CC1,?
COC(=O)C1=CO[C@@H](C)[C@@H]2CN3CCc4c([nH]c5cc(OC)ccc45)[C@@H]3C[C@H]12,?
CC(C)=CCOc1c2occc2cc2ccc(=O)oc12,15%&-7%
CCOC(=O)c1nc2ccccc2c(=O)n1-c1ccc(C)cc1C,-10%
CCOc1ccc(-n2c(O)c(N=Nc3c(C)n(C)n(-c4ccccc4)c3=O)c(=O)[nH]c2=O)cc1,-15%[57.5 µM]
CC[C@@H](CO)NC(=O)[C@H]1C=C2c3cccc4c3c(cn4C)C[C@H]2N(C)C1,6%&-3%
OCC[N+]12CCC(CC1)C(C(O)(c1ccccc1)c1ccccc1)C2 (configuration not stated),-3%[57.5 µM]
C[C@]1(C(=O)O)CCC[C@]2(C)c3cc(O)ccc3CC[C@@H]12,6%
O=C(Nc1ccc2ccccc2c1)N1C[C@H]2C[C@@H](C1)c1cccc(=O)n1C2,12%[57.5 µM]
CN(C)c1ccc(/C=C2\C(=O)NC(=O)N(CCc3ccc(F)cc3)C2=O)cc1,7%[57.5 µM]
CC(=O)N1CN2CN(C(C)=O)CC(C(=O)c3ccc([N+](=O)[O-])cc3)(C2)C1,3%
COc1ccc(CCn2c(O)c(C=Nc3ccccc3F)c(=O)[nH]c2=O)cc1OC,3%[57.5 µM]
CC(C)N(CC[C@@](C(N)=O)(c1ccccc1)c1ccccn1)C(C)C,15%[25.7 µM]
N#CC1(c2ccccc2)CCN(C2CC(=O)N(c3ccc4c(c3)OCO4)C2=O)CC1 (configuration not stated),3%
O=C1/C(=C\c2ccc(Cl)cc2Cl)N2CCC1CC2,-1%[57.5 µM]
O=C(NCc1cccnc1)C(Cl)(Cl)Cl,-9%

# Six records drawn at random from the list so far, as already listed:
SMILES,ERK EGF block
O=C(Nc1ccc2ccccc2c1)N1C[C@H]2C[C@@H](C1)c1cccc(=O)n1C2,12%[57.5 µM]
COc1ccc(CCn2c(O)c(C=Nc3ccccc3F)c(=O)[nH]c2=O)cc1OC,3%[57.5 µM]
CC(C)N(CC[C@@](C(N)=O)(c1ccccc1)c1ccccn1)C(C)C,15%[25.7 µM]
O=C(NCc1cccnc1)C(Cl)(Cl)Cl,-9%
CC[C@@H](CO)NC(=O)[C@H]1C=C2c3cccc4c3c(cn4C)C[C@H]2N(C)C1,6%&-3%
CC(=O)N1CN2CN(C(C)=O)CC(C(=O)c3ccc([N+](=O)[O-])cc3)(C2)C1,3%

# (next part)
SMILES,ERK EGF block
COc1cc(/C=C/C(=O)c2c(O)n(CCc3ccccc3)c(=O)[nH]c2=O)ccc1O,0%
CCN1C[C@]2(C)CC[C@H](OC)[C@@]34[C@H]1C1(OCO[C@@]15C[C@H](OC)C1C[C@]3(O)C5[C@H]1OC)[C@@H](O)[C@H]24,11%
Cc1ccc2c(c1)N(N=O)CCC2,8%
O=C(Oc1ccccc1)N1CCC2(CC1)CN(Cc1ccncc1)C2,-8%
O=C(c1ccc(Cl)cc1)C1CCCN(Cc2cccc3cnccc23)C1 (configuration not stated),-11%
Oc1ccc2c3c1O[C@H]1c4c(c5ccccc5n4Cc4ccccc4)C[C@]4(O)[C@H](C2)N(CC2CC2)CC[C@@]314,5%
C/C(=N\N(C)c1ccccc1)c1c(O)[nH]c(=O)[nH]c1=O,21%[57.5 µM]
Cc1ccsc1C(=O)C1CCCN(Cc2cnc(N3CCOCC3)s2)C1 (configuration not stated),?
Nc1cncc(C(=O)O)c1,11%[57.5 µM]
COc1ccc(NC(=O)c2c(C)nn(Cc3ccccc3Cl)c2Cl)cc1Cl,2%
Clc1ccc(CO[C@@H](Cn2ccnc2)c2ccc(Cl)cc2Cl)cc1,-5%[25.7 µM]
COC(=O)/C=C\C(=O)N[C@@H]1CC[C@@]2(O)[C@H]3Cc4ccc(O)c5c4[C@@]2(CCN3CC2CC2)[C@@H]1O5,-10%
c1ccc(P(c2ccccn2)c2ccccn2)cc1,6%
COC(=O)[C@@H]1C[C@@]2(O)[C@@H](O)[C@@H](O)[C@@H](O)C[C@H]2N1Cc1cccnc1,-1%
CCOC(=O)C1=C(NC(=S)NC(=O)c2ccccc2)c2ccccc2CC12CCCC2,-4%
CC1=CC(=C2C(=O)NC(=S)NC2=O)C=C(C(F)(F)F)N1CCc1ccccc1,-10%
NC(CCP(=O)(O)O)C(=O)O (configuration not stated),-18%
COC(=O)C(O)(c1ccc(NC(=O)c2cccs2)c(C)c1)C(F)(F)F (configuration not stated),-7%[57.5 µM]
S=C=Nc1cccc(C2(N3CCCCC3)CCCCC2)c1,-12%
O=C(c1ccc2c(c1)ncn2-c1ccc(F)cc1F)N1CCC2(CC1)OCCO2,-19%
COc1ccc(N/N=C/c2c(O)n(-c3ccc(C)c(C)c3)c(=O)[nH]c2=O)cc1,10%
O=C1NC(=O)N(Cc2ccccc2)C(=O)/C1=C/N1CCCc2ccccc21,-1%
O=C(Cc1ccccc1)OCCN1CCOCC1,10%
O=C1/C(=C/c2ccccc2Cl)N2CCC1CC2,-7%[57.5 µM]
C#CC[N+]1(C)C2CCC1CC(O)C2 (configuration not stated),-8%
COc1ccccc1CN1CCCC2(CCN(C(=O)Oc3ccccc3)CC2)C1,12%
N=C1c2ccccc2CN1NC(=O)C1CC1,-4%

# Some of the compounds tested; rates above refer to the full screens.
